Assay outcomes: PubChem, Small Molecule Screening Facility, UW Madison
SSB-PriA inh – inhibitors of Klebsiella pneumoniae PriA binding to SSB C-terminal tail; inhibition, % at 33 µM; AlphaScreen SSBct-PriA binding, biotinylated peptide; 0.6% of 430,000 active; in the data active = inhibition mostly above about 37%, no sharp cut-off; inactive = mostly below about 20%;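 note: plate controls were negative control peptide for no effect and reference peptide for full effect; strong numbers were not always called active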
The depositor's hits bear a star; & = joins results of further samples. A portion of the library; rates above refer to the full screens.

#	Compound	SSB-PriA inh
1	Cc1sc2ncnc(N3CCN(c4ccc(Cl)c(Cl)c4)CC3)c2c1-c1ccc(F)cc1	8
2	O=C(C1CCCN(c2ccc(-c3ccco3)nn2)C1)N1CCN(c2ccccc2)CC1 (stereo not given)	-2
3	CN(C)Cc1c(NC(=O)c2ccccc2)sc2c1CCCC2	11
4	CCOc1ccc(-n2c(C)cc(C=NNc3nc(C)cc(=O)[nH]3)c2C)cc1	-27
5	CCOc1ccc(N=c2scc(-c3ccc([N+](=O)[O-])cc3)n2-c2ccc(OCC)cc2)cc1	4
6	NS(=O)(=O)c1ccc(NC(=O)CSc2nnc3sc4ccccc4n23)cc1	-2
7	O=C(c1cnccn1)N1CC(Oc2nc3c(C(F)(F)F)cccc3s2)C1	-9
8	O=C(Cc1cc(=O)[nH]c(SCc2ccccc2F)n1)N1CCCC1	-8
9	Cc1cc(C)n2nc(C(=O)NCc3nc(-c4cccn4C)no3)nc2n1	-8
10	CSC(=NNC(N)=O)c1ccccc1	-10

Values by screen from the entries so far:
Compounds 1 to 10 in SSB-PriA inh: 8, -2, 11, -27, 4, -2, -9, -8, -8, -10

Further records:
#	Compound	SSB-PriA inh
11	Cc1ccc(OCC(=O)NC(CC(C)C)C(=O)O)cc1 (stereo not given)	6
12	O=C(Cc1ccc(Cl)cc1)Nc1cnc(Oc2ccccc2)nc1	-7
13	CC(=NNC(=S)Nc1c(C)cccc1C)c1ccc(O)cc1	10
14	CCS(=O)(=O)N1CCc2ccc(NS(=O)(=O)c3ccc4c(c3)OCCO4)cc2C1	2
15	CC(=O)N1CCc2ccc(NC(=O)c3ccc(F)cc3)cc21	7
16	Cc1[nH]ncc1C(=O)O	-8
17	Cc1cccc(NS(=O)(=O)c2ccc3oc(-c4nc(-c5ccc6c(c5)OCO6)no4)c(C)c3c2)c1	-11
18	O=C(Nc1nc(-c2cc(Cl)sc2Cl)cs1)c1cccc(C(F)(F)F)c1	-12
19	CCC(=NNc1ccccc1)c1c(O)n(-c2ccccc2)c(=O)[nH]c1=O	1
20	O=C(CSc1nc2sc3c(c2c(=O)n1-c1ccccc1)CCC3)Nc1ccc(Cl)c(C(F)(F)F)c1	-10

Next entries follow.
#	Compound	SSB-PriA inh
21	Cc1oc2nc(SC3CCOC3=O)nc(NC(=O)c3ccccc3)c2c1C (stereo not given)	-14
22	Cc1cc(C)n(-c2ccc(N3CCN(S(=O)(=O)Cc4ccccc4)CC3)nn2)n1	12
23	Cc1cc(NC(=O)c2ccc(S(=O)(=O)N(C)C(C)C)cc2)n(C)n1	-6
24	Cc1cc(C(=O)N2CCC(Oc3ccccn3)CC2)no1	-16
25	OCC1OC(Oc2ccc(Cl)cc2)C(O)C(O)C1O (stereo not given)	-1
26	Cc1noc(C)c1CC(=O)N1CCC(S(=O)(=O)CC(C)C)CC1	-6
27	COc1ccc(S(=O)(=O)C2CCN(S(=O)(=O)c3ccc(Cl)s3)CC2)cc1	-7
28	CC1CCc2sc(C(=O)NN=CC3CCCCC3)cc2C1 (stereo not given)	-6
29	COc1ccc(S(=O)(=O)CCCC(=O)Nc2nc(-c3cc(Cl)sc3Cl)cs2)cc1	-1
30	O=C(c1ccco1)N1CCN(Cc2nc(-c3cccs3)cs2)CC1	-18

Look-ups from the results shown:
compound 6 in SSB-PriA inh is entered as -2
compound 7 in SSB-PriA inh is entered as -9
compound 13 in SSB-PriA inh is entered as 10
compound 15 in SSB-PriA inh is entered as 7
compound 18 in SSB-PriA inh is entered as -12

Going on with the list:
#	Compound	SSB-PriA inh
31	COc1cccc(C(=O)NCC(C)(O)c2ccc(-c3ccccc3)cc2)c1OC (stereo not given)	2
32	COc1ccc(C=O)cc1CSc1nc2c(sc3ncccc32)c(=O)n1Cc1cccs1	-3
33	COc1ccc(NC(=O)C(=O)NCC(c2ccc3c(c2)CCCN3C)N2CCCCC2)c(OC)c1 (stereo not given)	7
34	O=C(c1cccs1)N1CCC(Cc2n[nH]c(=O)n2-c2ccccc2F)CC1	-6
35	CSc1ccccc1CN1CCC(CNC(=O)c2nc3ccccc3s2)CC1	-10
36	COc1ccc(S(=O)(=O)NCC(c2cccn2C)N2CCc3ccccc3C2)cc1F (stereo not given)	18
37	O=C(NCC(O)Cn1ccccc1=O)c1cnccn1 (stereo not given)	5
38	C=c1oc(C)cc1=C1NN=C(NC(=O)c2ccc(S(=O)(=O)N(CC)CC)cc2)O1	-20
39	CCN1C(=O)NC2(CCN(S(=O)(=O)c3ccc(OC(F)(F)F)cc3)CC2)C1=O	0
40	O=C(Nc1ccc2c(c1)OCO2)c1c[nH]c(=O)n(-c2ccc(F)c(Cl)c2)c1=O	-3

A second format for 4 compounds above:
14	CCS(=O)(=O)N1CCc2ccc(NS(=O)(=O)c3ccc4c(c3)OCCO4)cc2C1
  SSB-PriA inh: 2

22	Cc1cc(C)n(-c2ccc(N3CCN(S(=O)(=O)Cc4ccccc4)CC3)nn2)n1
  SSB-PriA inh: 12

12	O=C(Cc1ccc(Cl)cc1)Nc1cnc(Oc2ccccc2)nc1
  SSB-PriA inh: -7

38	C=c1oc(C)cc1=C1NN=C(NC(=O)c2ccc(S(=O)(=O)N(CC)CC)cc2)O1
  SSB-PriA inh: -20

New compounds follow.
#	Compound	SSB-PriA inh
41	COc1ccc(NC(=O)Cn2cccc(-c3nc(-c4ccccc4)no3)c2=O)c(OC)c1	2
42	Cc1cccc(NC(=O)Cn2nc(C(C)C)c3cnn(C(C)(C)C)c3c2=O)c1C	-13
43	N#CC(C(=S)Nc1ccccc1)=C1NN=C(N2CCOCC2)N1c1ccccc1	-11
44	O=C(Cc1c[nH]c2ccccc12)N1CCC(c2nnc(C3CC3)o2)CC1	-9
45	CS(=O)(=O)N(CC(O)Cn1cc(/C=N\O)c2ccccc21)c1ccc(Cl)cc1 (stereo not given)	4
46	O=C(CCCn1nc(-c2ccc(Cl)cc2)ccc1=O)Nc1ccc(F)c(F)c1	-11
47	Clc1ccc(Cc2nnc3sc(-c4cccnc4)nn23)cc1	-25
48	COCC(=O)N1CCC(Cn2cnc3ccccc32)CC1	-17
49	CCOC(=O)N1CCN(C(=O)CSc2nc3c(c(=O)n2-c2ccc(OCC)cc2)SCC3)CC1	5
50	O=C(NCCc1cnc[nH]1)c1nnn(Cc2ccccc2)c1-c1ccncc1	1

More compounds.
#	Compound	SSB-PriA inh
51	Cc1ccc(S(=O)(=O)N2CCCCC2CCNC(=O)C(=O)NCc2ccccc2Cl)cc1 (stereo not given)	-14
52	CN(C)C=c1sc2c(C#N)cc(C(=O)c3ccc(Br)cc3)n2c1=O	-1
53	O=C(NCCCn1ccc2cccnc21)Nc1ccccc1	-7
54	Cc1onc(-c2ccccc2Cl)c1C(=O)Nc1cnc(-n2ccnc2C)nc1	-4
55	Cc1cnc(=O)[nH]c1SCC(=O)Nc1cccc(C)c1C	-16&-5
56	CCSc1ccc(CC(=O)Nc2nc(-c3cc4cccc(OC)c4o3)cs2)cc1	10
57	CN1C(=O)N(C)C2(c3ccccc3)Nn3c(sc(=Cc4ccccc4)c3=O)=NC12c1ccccc1 (stereo not given)	-10
58	Cc1cc(C=NNC(=O)CC(=O)NC2CCCCC2)c(C)n1-c1ccc(Cl)cc1	17
59	COc1ccc(S(=O)(=O)NCCc2nnc3ccc(SCC(=O)Nc4ccc(Br)cc4)nn23)cc1	6
60	O=C(Cn1nc(-c2ccccc2)c2sc(N3CCCC3)nc2c1=O)OCc1ccccc1	15

More compounds follow:
#	Compound	SSB-PriA inh
61	COc1ccc(S(=O)(=O)NCCN2CCOC(c3ccccc3)C2)cc1 (stereo not given)	-5
62	COc1ccc(-c2c3c(nc4sc(C(=O)N5CCCCCC5)c(N)c24)CC(C)(C)CC3=O)cc1	-7
63	COc1cc2nc(SCC(=O)Nc3cc(C)[nH]n3)n3nc(-c4ccccc4)nc3c2cc1OC	1
64	CN(C)c1cccc(C(=O)N2CCN(C(=O)c3cnn4ccccc34)CC2)c1	-16
65	CC(=CC(=O)c1ccccc1)NNc1nc2ccccc2s1	-9
66	CC(=NNC(=O)c1c[nH]c2ccccc12)c1ccco1	-19
67	CC(C)(Oc1ccc(Cl)cc1)C(=O)N1CCC(c2ccsc2)CC1	-28
68	O=C(NCCc1ccccc1)N1CCCC(c2nnc(-c3ccc4c(c3)OCO4)o2)C1 (stereo not given)	-13
69	COc1ccc(OC)c(N2CC(c3nc4ccccc4n3CCCOc3cc(C)cc(C)c3)CC2=O)c1 (stereo not given)	23
70	CCc1nnc(-c2ccc(NC(=O)c3ccc(F)c(F)c3)cc2)o1	3

Further results.
#	Compound	SSB-PriA inh
71	CCOc1ccc(C(=O)NCCS(=O)(=O)N2CCN(c3ncccn3)CC2)cc1	-7
72	CCCCC(=O)NCCS(=O)(=O)N1CCc2ccccc2C1	-21
73	Cc1cccc(-n2c(=O)c3sccc3n(Cc3nc(-c4cccc(Br)c4)no3)c2=O)c1	-6
74	O=C(c1ccccc1)c1cn(Cc2ccccc2)c2cc3c(cc2c1=O)OCCO3	14
75	Cn1cccc(C(=O)NC2CCN(c3ccc(C(F)(F)F)cn3)C2)c1=O (stereo not given)	13
76	CC(=O)c1cccc(NC(=O)C[C@H](C)n2cncn2)c1	0
77	Cc1cc(Nc2ccccc2)nc(Nc2ccc(NS(=O)(=O)c3ccccc3F)cc2)n1	-10
78	CCc1ccc(NC(=O)C(=O)NCc2ccco2)cc1	-9
79	COCC(=O)Nc1nnc(-c2cc(C)cs2)o1	-16
80	Cc1ccc(S(=O)(=O)N2CCCC2C(=O)Nc2cc(C)nn2C)cc1 (stereo not given)	10

Later entries
#	Compound	SSB-PriA inh
81	Cc1cc(CNC(=O)c2cccc(C(F)(F)F)c2)nc(N2CCOCC2)n1	-17
82	CC(ON=Cc1ccc(OC(F)F)cc1)C(=O)Nc1cccc(S(=O)(=O)N2CCOCC2)c1 (stereo not given)	-5
83	COC(=O)c1sccc1S(=O)(=O)N1CCN(c2ccc(-c3noc(C)n3)cn2)CC1	10
84	COc1ccc(OC)c(C=NNC(=O)c2nnn(-c3nonc3N)c2-c2cccs2)c1	1
85	O=C(CSc1ncnc2nc(N3CCc4ccccc4C3)sc12)NCc1cccs1	-8
86	O=C(COc1ccc(Cl)cc1Cl)NCC(=O)N1CCOC(c2ccccc2)C1 (stereo not given)	-23
87	Cc1ccccc1-c1nc(C)c(CNS(=O)(=O)N(C)C)s1	-15
88	CN(C)c1ccc(C2C(=C(O)c3ccccc3)C(=O)C(=O)N2CCCC(=O)O)cc1 (stereo not given)	-6
89	O=C(NCc1ccccc1Cl)c1c[nH]c(=O)n(Cc2ccccc2F)c1=O	-5
90	O=C(Nc1nnc(-c2ccc(Br)s2)o1)c1ccno1	-6

(continued)
#	Compound	SSB-PriA inh
91	O=C(NCC1(c2ccc(F)cc2)CCOCC1)C1CCCC1	-25
92	CCN(CC)c1ccc(C=NNC(=S)NCc2ccccc2)cc1	16
93	Nc1c(C(=O)N2CCCCCC2)sc(=S)n1Cc1ccco1	26
94	CC(=NOc1nc(C)cc(C)n1)c1ccc(F)cc1	-6
95	Cc1ccc(C(=O)N(CCN2CCOCC2)c2nc3c(C)cccc3s2)cc1	-7
96	CCN1/C(=C/C=C2/C(=O)NC(=O)N(c3ccccc3)C2=O)Sc2ccccc21	-10
97	O=C(Nc1nc(-c2cc3ccccc3o2)cs1)c1ccco1	-10
98	CS(=O)(=O)N1CCC[C@H]1C(=O)Nc1nnc(-c2cc3ccccc3o2)o1	0
99	O=C(NCC[C@H](O)c1ccc2c(c1)OCO2)c1ccc(-c2ccccc2)cc1	-10
100	COc1ccc(N2CCN(S(=O)(=O)c3c(C)c(C)cc(C)c3C)CC2)cc1	-14

More structures.
#	Compound	SSB-PriA inh
101	COc1cc(NC(=O)CC(c2ccccc2)c2ccccc2)ncn1	-7
102	COc1ccc(F)cc1S(=O)(=O)N1CCN(c2ccc3nncn3n2)CC1	-5
103	Cc1cc(C)c2nc(NC(=O)c3ccc(S(=O)(=O)N4CC(C)OC(C)C4)cc3)sc2c1 (stereo not given)	-23
104	CNC(=O)CS(=O)(=O)C1CCN(S(=O)(=O)c2cccs2)CC1	-8
105	O=C(NCc1ccnc(-c2ccsc2)c1)c1ccccc1F	-9
106	COc1ccc(S(=O)(=O)Nc2ccc3c(C)c(C(=O)c4ccc(Cl)cc4)oc3c2)cc1	7
107	CCOc1ccc(NC(=O)CSc2ncc(-c3ccc(C)c(C)c3)o2)cc1	-8
108	O=C(COc1ccc(Cl)cc1Cl)Nc1nnc(-c2ccc(Br)cc2)o1	-14
109	CCSc1nc(NC(C)C)c2cnn(CCNC(=O)c3c(F)cccc3F)c2n1	-5
110	CCOc1ccc(N2CCn3c2nn(CC(=O)Nc2cccc(C(F)(F)F)c2)c(=O)c3=O)cc1	-9

Next part:
#	Compound	SSB-PriA inh
111	O=C(Nc1cc2c3c(c1)CC(=O)N3CCC2)c1cccc(C(F)(F)F)c1	-14&-13
112	COc1ccc(O)c(C=NNC(=O)CN2CCS(=O)(=O)CC2)c1	14
113	O=[N+]([O-])c1ccc(NC(=S)NC2CS(=O)(=O)CC2Cl)cc1 (stereo not given)	-2
114	O=C(NCc1ccccc1C(F)(F)F)c1cn[nH]n1	-15
115	COc1ccc2c(Br)c(C(=O)O)[se]c2c1	4
116	O=C(NCCn1ccn2nccc12)c1cc(=O)c2ccccc2o1	6
117	O=C(c1ccc(F)cc1)N1CCN(c2ncnc3c2nnn3Cc2ccccc2)CC1	-10
118	O=C(CNS(=O)(=O)c1ccc([N+](=O)[O-])cc1)NN=Cc1ccc(O)cc1	-6
119	O=c1c(=Cc2ccc(F)cc2)sc2n1CCCN=2	-18
120	COc1ccc([C@H]2CCN(S(=O)(=O)c3ccc(C)s3)C2)cc1	4

Further compounds:
#	Compound	SSB-PriA inh
121	O=S(=O)(NCCn1ccc(-c2cccs2)n1)C1CC1	-14
122	O=C(NN=Cc1ccc(O)c(O)c1)NC12CC3CC(CC(C3)C1)C2	18
123	O=C(CSc1cn(CCNC(=O)c2ccc(F)cc2)c2ccccc12)Nc1nccs1	1&11
124	O=C(CN1C(=O)CC(c2ccccc2)Sc2ccccc21)Nc1ccc(F)cc1F (stereo not given)	-5
125	Cc1ccc(-n2nc3c(c2NC(=O)c2ccccc2Br)CSC3)c(C)c1	10
126	O=C(NN=Cc1c(O)ccc2ccccc12)c1[nH]ncc1Br	24
127	COC(=O)c1scc(-c2ccc(C)cc2)c1S(=O)(=O)N1CCN(c2ccc(C(C)=O)cc2)CC1	11
128	CCOc1cc(C=NNC(=O)CCc2n[nH]c(=O)[nH]c2=O)ccc1O	-1
